GPR151 activ = activators of human GPR151, primary screen, cell-based, PathHunter beta-arrestin, luminescence | G-protein coupled receptor 151 (Homo sapiens), Q8TDV0 | PathHunter beta-arrestin GPR151 cells | activation, % at 11.2 µM | 1% of 650,000 active; in the data active = activation above about 4.9%;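 also: 0% = median of compound wells and 100% = cells with positive control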
FBW7 activator = FBW7 E3 ligase activators, primary screen, biochemical, AlphaScreen, human | F-box/WD repeat-containing protein 7 (Homo sapiens), Q969H0 | AlphaScreen FBW7–phospho-cyclin E peptide binding, activator screen | normalized activity (activation), % at 26.1 µM | 0.13% of 650,000 active | AID 1259310, 2017; in the data active = normalized activity above about 1.9%;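 also: purified mutant Fbw7 with reduced substrate affinity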
Target sequence (Q969H0 whole entry, looked up): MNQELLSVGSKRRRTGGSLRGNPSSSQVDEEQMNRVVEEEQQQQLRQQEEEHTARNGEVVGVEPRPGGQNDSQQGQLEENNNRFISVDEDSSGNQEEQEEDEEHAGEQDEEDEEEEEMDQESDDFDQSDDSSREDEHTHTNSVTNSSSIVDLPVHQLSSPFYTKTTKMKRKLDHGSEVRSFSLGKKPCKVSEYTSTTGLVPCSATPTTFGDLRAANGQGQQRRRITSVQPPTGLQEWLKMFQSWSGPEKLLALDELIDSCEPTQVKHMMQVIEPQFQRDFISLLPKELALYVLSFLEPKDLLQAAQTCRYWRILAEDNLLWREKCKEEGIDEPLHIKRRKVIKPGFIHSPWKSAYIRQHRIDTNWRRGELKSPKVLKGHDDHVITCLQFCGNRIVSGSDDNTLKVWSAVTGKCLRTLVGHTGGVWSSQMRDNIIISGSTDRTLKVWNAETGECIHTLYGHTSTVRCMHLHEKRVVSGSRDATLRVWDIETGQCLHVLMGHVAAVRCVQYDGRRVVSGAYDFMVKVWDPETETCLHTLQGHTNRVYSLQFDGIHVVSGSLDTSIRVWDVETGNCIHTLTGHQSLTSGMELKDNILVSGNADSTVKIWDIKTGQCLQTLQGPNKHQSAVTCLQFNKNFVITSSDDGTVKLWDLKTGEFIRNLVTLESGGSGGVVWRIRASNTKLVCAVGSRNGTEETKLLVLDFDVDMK
TEAD-YAP inh = TEAD-YAP interaction inhibition, primary screen, TEAD-YAP interaction inhibitor project, luminescence, HEK-TIYL cells; 1.4% of 640,000 active; AID 1259422, 2018; inhibition, % at 9.12 µM; TEAD-Gal4/YAP UAS-luciferase luminescence; in the data active = inhibition above about 32%;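 also: 0% = median of test compound wells and 100% = reference inhibitor wells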
MITF inh = MITF inhibitors, primary screen, biochemical, AlphaScreen, human. AlphaScreen MITF homodimerization, bead proximity signal. inhibition, % at 2.6 µM. 0.91% of 650,000 active. AID 1259374, 2018; in the data active = inhibition above about 50%;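 also: 0% = vehicle wells with protein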
Numbers without * were called inactive.

Values in the order – GPR151 activ | FBW7 activator | TEAD-YAP inh | MITF inh
Cc1c(C(=O)NCc2nnc(SCC(=O)N3N=C(c4cccs4)CC3c3ccc(F)cc3)n2-c2ccc(F)cc2)cccc1[N+](=O)[O-] (centres undefined)
→ -0.6 | -0.1 | 13 | -2
Cc1cnc(C(=O)NC2CCN(c3nc(-c4ccc(F)cc4)cs3)CC2)cn1
→ -0.1 | -0.2 | 0 | 4
O=C(CSc1nc2[nH]ncc2c(=O)n1-c1cccc2ccccc12)NCc1ccco1
→ 0.7 | -0.2 | 5 | -1
COc1ccc(Cn2c(=O)[nH]c3c(C(N)=O)nc(-c4ccc(C)cc4)nc32)cc1
→ 1.4 | -0.1 | 7 | -7
CCn1c(=S)sc2c(=O)n(-c3ccccc3)c(=S)[nH]c21
→ 0.9 | 0.1 | 5 | 18
CC(C)(C)C(=O)N1C2CCC1CC(O)(c1cccc(F)c1)C2 (centres undefined)
→ -0.6 | 0.2 | -11 | -13
CCN(CC)C(=O)CN(c1cccc(Cl)c1Cl)S(=O)(=O)c1ccccc1
→ 0.9 | 0.9 | 13 | 2
CC1CN(c2ncnc3scc(-c4ccc(Br)cc4)c23)CC(C)O1 (centres undefined)
→ 1.6 | -0.2 | -11 | -5
CCCCC(=O)Nc1nnc(-c2cccs2)o1
→ 0.1 | 0.3 | 2 | 10
O=C1c2ccc(Oc3cccc([N+](=O)[O-])c3)cc2C(=O)N1c1cccc(Cl)c1
→ 0.9 | 0.0 | -1 | 10
Cc1ccc(C(=O)NNC(=O)CSc2nnnn2-c2ccccc2)cc1
→ -0.6 | 0.1 | -12 | -2
OC(CNCCCn1ccnc1)COC(c1ccccc1)c1ccccc1 (centres undefined)
→ 0.2 | -0.3 | 11 | 38
O=C(O)c1ccc(-c2nnn(Cc3cccc(Br)c3)n2)cc1
→ -0.4 | -0.2 | -1 | -1
COC(=O)c1ccc2nc(-c3ccc(OC)cc3)cn2c1
→ -5.0 | 0.1 | -4 | 4
O=C(Nc1nc(-c2cc3ccccc3oc2=O)cs1)C1CCCCC1
→ -0.4 | 0.0 | -10 | -6
Cc1ccc(C(=O)C(O)NC(=O)c2ccc(Br)cc2)cc1 (centres undefined)
→ 0.3 | -0.2 | 3 | -6
O=C(NCC(c1ccco1)N1CCOCC1)c1ccccc1 (centres undefined)
→ 2.4 | 0.1 | 7 | -4
Cc1ccc2nc(-c3ccccc3)c(CN(C)C)n2c1
→ -0.8 | 0.1 | 4 | 3
CCN(CC)CCNc1ccnc2cc(Cl)ccc12
→ -1.5 | 0.7 | -6 | 4
Cc1ccc2c(c1)C1CN(C)CCC1N2C(=O)CSc1nc2ccccc2n1-c1ccccc1 (centres undefined)
→ -0.8 | 0.1 | 0 | 4
CCOc1ccc(C(CC(=O)O)NC(=O)c2cc(OC)c(OC)c(OC)c2)cc1 (centres undefined)
→ 0.1 | 0.1 | 14 | -1
Cc1ccc(NC(=O)Nc2nnc(CC(C)C)s2)cc1C
→ -0.7 | 0.1 | -11 | -4
COc1ccc(N2CCN(C(c3cccc(F)c3)c3sc4nc(C)nn4c3O)CC2)cc1 (centres undefined)
→ 0.0 | -0.3 | 20 | -5
CC(C)C(=O)Nc1ccc(C(=O)Nc2nnc(C(C)C)s2)cc1
→ 0.7 | -0.1 | -42 | -7
Cc1c(C(=O)Nc2nc3ccccc3s2)sc2ncn(CC(=O)N3CCC(C)CC3)c(=O)c12
→ -1.3 | -0.1 | 3 | -7
Nc1cc(C(=O)OCC(=O)Nc2ccc(SC(F)F)cc2)ccc1Cl
→ 3.4 | 0.1 | -3 | -9
COc1ccc(OC)c(NC(=O)Cn2cnc3c(cnn3C(C)(C)C)c2=O)c1
→ -0.3 | 1.2 | -8 | 8
COc1ccc(C(=O)OCc2nc(N)nc(Nc3ccccc3C)n2)cc1OC
→ 2.2 | 0.1 | -9 | -1
CC1Cc2ccccc2N1C(=O)CSc1ncccc1C(=O)O (centres undefined)
→ 0.1 | -0.1 | 5 | -2
CCOC(=O)N1CCc2c(sc3c2C(=O)NC(c2ccc(OC)cc2OC)N3)C1 (centres undefined)
→ 0.0 | 0.0 | 6 | 0
O=[N+]([O-])c1c(NCCCO)cc(N2CCN(c3cccc(Cl)c3)CC2)c2nonc12
→ 2.7 | -0.1 | 3 | -4
Cc1cc2c(n1-c1ccc(C(=O)N3CCN(C)CC3)cc1)CCC(C)C2 (centres undefined)
→ -2.2 | 0.0 | 10 | 1
COc1ccc(CNC(=S)Nc2ccccc2)cc1Cl
→ 0.6 | 0.1 | -2 | 15
O=C(Nc1ccccc1)NC1(C(=O)NCCCN2CCOCC2)CCCCC1
→ -1.2 | -0.2 | -39 | 1
CCOC(=O)c1c(NC(=O)C(C)Sc2nnc(CNC(=O)c3ccc([N+](=O)[O-])cc3)n2-c2ccc(OCC)cc2)sc2c1CCC2 (centres undefined)
→ 0.3 | 0.4 | 8 | 7
CCC(C)NC(=O)CN1C(=O)CCc2ccccc21 (centres undefined)
→ -1.9 | 0.3 | -6 | 8
CCN(CC)S(=O)(=O)c1ccc(-n2cnnn2)c(C)c1
→ 1.1 | -0.1 | -1 | 4
O=C(NCC1CCCO1)c1nn2c(C(F)(F)F)cc(-c3ccc(Br)cc3)nc2c1Cl (centres undefined)
→ -1.2 | 0.1 | -1 | 14
CCOC(=O)C1(CCOc2ccccc2)CCN(CCCSC)CC1
→ -1.5 | 0.1 | -7 | 12
Nc1ccc2nc(-c3cccc(-c4nc5ccc(N)cc5[nH]4)n3)[nH]c2c1
→ -0.2 | -0.3 | 2 | 2
Cc1ccccc1C(=O)Nc1c(C(=O)NCc2ccco2)cnn1-c1ccccc1
→ 0.3 | -0.1 | 1 | -9
COc1ccc(C2CC(c3cccc(Br)c3)Nc3ncnn32)c(OC)c1OC (centres undefined)
→ -0.2 | 0.0 | 3 | 15
COc1ccc(OC)c(NC(=O)c2noc3c2COc2ccc(C)cc2-3)c1
→ 2.6 | 0.1 | -1 | 9
Cc1ccc(C)c(NC(=O)CN2C(=O)/C(=C3\SC(=S)NC3=O)c3ccccc32)c1
→ -1.3 | -0.3 | -3 | -7
Cc1n[nH]c(C)c1CCC(=O)N/N=C\c1ccccc1C(F)(F)F
→ -0.5 | 0.2 | 5 | 24
CCCNC(=O)Cn1cnc2sc(C(=O)N3CCCCC3C)c(C)c2c1=O (centres undefined)
→ 3.9 | 0.0 | 2 | 5
N#Cc1cccc(NC(=O)Cn2nnc(-c3ccc(F)cc3)n2)c1
→ -0.7 | 0.0 | 8 | 3
Cc1cn2c3c(=O)n(C)c(=O)n(C)c3nc2n1C(C)c1ccccc1 (centres undefined)
→ 1.1 | -0.1 | -1 | 2
O=C(C1COc2ccccc2O1)N(Cc1ccccc1)Cc1ccccc1 (centres undefined)
→ -0.2 | 0.0 | -2 | 0
O=C(NCc1ccccc1)N1CCOc2ccccc21
→ -1.8 | 0.4 | 1 | 12

Additional structures follow.
Values in the order – GPR151 activ | FBW7 activator | TEAD-YAP inh | MITF inh
CSc1ncccc1C(=O)OCC(=O)c1cc(C)n(-c2ccc3c(c2)OCO3)c1C
→ -0.3 | 0.1 | 4 | 3
CCN(CC(=O)Nc1cccc(OC)c1)C(=O)Cc1ccccc1F
→ 0.8 | 0.0 | 11 | 5
CC(=O)N(CN1C(=O)c2cccc([N+](=O)[O-])c2C1=O)c1ccc(C)cc1
→ -0.4 | 0.0 | 0 | 14
CCCCN(C)c1nc(-c2ccc(C)cc2)nc2ccccc12
→ -0.2 | 0.2 | 3 | 20
CCCCOc1ccccc1C1NC(=S)NC(C)=C1C(=O)OC (centres undefined)
→ -0.9 | 0.3 | 7 | 6
COc1ccc(NC(=O)Cn2nnc(-c3nc(-c4ccccc4)no3)c2N)c(OC)c1
→ -1.1 | 0.0 | -15 | 13
O=C(CCNC(=O)c1ccccc1)NN=C1CCCCC1
→ 0.1 | 0.2 | -8 | -7
CC1=CC2=NC(=O)/C(=C\c3ccc(OCc4ccccc4)c(Br)c3)C(=N)N2O1
→ 1.9 | 0.1 | -35 | 4
CCOC(=O)C(COCc1ccccc1)(Cc1ccccc1)C(=O)OCC
→ 0.0 | 0.4 | 6 | 3
O=C(CCCCCCC(=O)NCCN1CCCCC1)NCCN1CCCCC1
→ -0.3 | 0.0 | -1 | -4

Reformatted as tab-separated lines: part of the list above
SMILES	GPR151 activ	FBW7 activator	TEAD-YAP inh	MITF inh
Cc1ccc2nc(-c3ccccc3)c(CN(C)C)n2c1	-0.8	0.1	4	3
CCN(CC)CCNc1ccnc2cc(Cl)ccc12	-1.5	0.7	-6	4
Cc1ccc2c(c1)C1CN(C)CCC1N2C(=O)CSc1nc2ccccc2n1-c1ccccc1 (centres undefined)	-0.8	0.1	0	4
CCOc1ccc(C(CC(=O)O)NC(=O)c2cc(OC)c(OC)c(OC)c2)cc1 (centres undefined)	0.1	0.1	14	-1
Cc1ccc(NC(=O)Nc2nnc(CC(C)C)s2)cc1C	-0.7	0.1	-11	-4
COc1ccc(N2CCN(C(c3cccc(F)c3)c3sc4nc(C)nn4c3O)CC2)cc1 (centres undefined)	0.0	-0.3	20	-5

New compounds follow:
Values in the order – GPR151 activ | FBW7 activator | TEAD-YAP inh | MITF inh
Cc1ccc(C(c2ccc(C)o2)c2cc3c(cc2[N+](=O)[O-])OCCO3)o1
→ 1.0 | 0.1 | 6 | 1
Cc1nc2ccccn2c1C(=O)Nc1ccc2c(c1)OCCO2
→ 0.6 | 0.2 | 4 | -8
CSc1nc(C)cc(-n2cc(Br)c(=O)[nH]c2=O)n1
→ -1.5 | 0.5 | -8 | 13
C/C(=N\NC(N)=S)c1cc2ccccc2o1
→ -1.2 | 0.0 | -47 | 2
Cc1ccccc1N(CC(=O)N1CCN(C)CC1)S(=O)(=O)c1ccccc1
→ 0.3 | -0.1 | 3 | 2
Cc1ccc(C(=O)O)cc1NC(=O)COc1ccc(I)cc1
→ 0.5 | -0.1 | -43 | -8
COCCOC(=O)/C(C#N)=C/c1ccc(Sc2nccn2C)c([N+](=O)[O-])c1
→ 0.4 | 0.1 | -4 | 4
COc1ccc(NC(=O)CSc2nnc(CNC(=O)c3cc(OC)c(OC)c(OC)c3)n2-c2cc(OC)ccc2OC)cc1
→ 0.1 | 0.0 | 5 | 6
CCOc1ccc(CCNC(=O)c2cc3cc(OC)ccc3oc2=O)cc1OCC
→ 1.0 | 0.1 | -1 | -1
CC(C)n1c(Nc2ccccn2)nc2c(Nc3ccc(N4CCOCC4)cc3)ncnc21
→ 0.3 | -0.1 | 31 | 14
CCOC(=O)C1(Cc2cccc(F)c2)CCN(Cc2cn(C)nc2C)CC1
→ 1.4 | -0.1 | 7 | -14
COc1ccc(CCNCc2cccc(S(=O)(=O)N(C)C)c2)cc1
→ 1.1 | -0.2 | 8 | 36
CC(C)(C)c1ccccc1NS(=O)(=O)c1ccc(S(=O)(=O)N2CCOCC2)cc1
→ 0.1 | 0.2 | 24 | 17
Cc1nn2cnnc2c(C)c1CCC(=O)O
→ -1.0 | 0.0 | 4 | 4
CCC(Oc1ccccc1)C(=O)Nc1cccc(OC)c1 (centres undefined)
→ -0.8 | 1.1 | 2 | 21
CCOc1ccc(NC(=O)N2CCN(c3nc4ccccc4n3CC)CC2)cc1
→ -0.1 | -0.2 | 6 | -3
Cc1ccc2nc(-c3ccccc3)cc(C(=O)Nc3ccc(Oc4ccc(Cl)cc4)cc3)c2c1
→ -0.5 | 0.2 | 5 | -5
Cc1ccc(S(=O)(=O)N2CCC(C(=O)N3CCN(c4nc5ccc(C)cc5s4)CC3)CC2)cc1
→ -0.6 | 0.1 | 15 | 5
O=C(NCCO)c1cccc(-c2cnc3c(NCC4CC4)nccn23)c1
→ -1.6 | -0.6 | -44 | -5
COc1cccc(COCC(O)CNCC(C)C)c1 (centres undefined)
→ 1.0 | -0.1 | 2 | 37
O=C(CSc1nc2[nH]ncc2c(=O)n1-c1cccc2ccccc12)NCc1ccccc1Cl
→ -0.7 | 0.5 | 3 | 17
CCC(=O)N1CCc2ccc(NS(=O)(=O)c3ccc(F)cc3C)cc2C1
→ -0.5 | -0.2 | -14 | 0
COc1ccc(-c2cnc3ccccc3n2)cc1[N+](=O)[O-]
→ 1.8 | 0.1 | -52 | 7
COc1cc(N)c(Cl)cc1C(=O)OCC(=O)N(C)C1CCS(=O)(=O)C1 (centres undefined)
→ 0.8 | 0.1 | 1 | 2
CCOCCCNC(=O)CCCOc1ccc(Cl)cc1Cl
→ 0.4 | 0.1 | 0 | -5
CCOC(=O)c1c(NC(=O)COc2ccccc2)sc(C(=O)Nc2ccccc2OC)c1C
→ 2.2 | 0.0 | -3 | -13
CCOC(=O)C1=C(c2ccccc2)N=c2s/c(=C\c3cc4c(cc3Br)OCO4)c(=O)n2C1c1ccc(Cl)cc1 (centres undefined)
→ -0.8 | -0.2 | -2 | -3
Cc1c(C(=O)Nc2ccc(F)cc2)sc2nc(C)n(C)c(=O)c12
→ -1.5 | 0.4 | -22 | 15
COc1cc(NC(=O)Cn2nnc(-c3cc(Cl)ccc3-n3cnnn3)n2)cc(OC)c1
→ 0.3 | 0.1 | 1 | -12
COc1ccc(CCNC(=O)c2cccc(-c3ccc(N4CCN(C)CC4)cc3)n2)cc1
→ -0.6 | -0.1 | 12 | 7

Screening results deposited in PubChem by The Scripps Research Institute Molecular Screening Center.
